# Source: PubChem BioAssay
# aSyn tox rescue = rescues yeast growth from alpha-synuclein toxicity. AID 1347070. Potency, µM (top dose mostly 46.1 µM), without a hit: top-dose growth rescue (activation), usual class: activators. S. cerevisiae alpha-synuclein toxicity rescue, BacTiter-Glo growth, 24 h. actives 0.02% (n = 94,000); active = well fitted activation curve with a large enough effect; inconclusive = small, poorly fitted or top-dose-only effect; note: 0% is about no effect
#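 Growth restoration measured by BacTiter-Glo luminescence after 24 hr at 30 deg C; alpha-synuclein yeast, raffinose-pregrown to mid-log, were added at OD600=0.02 in galactose medium onto pinned compounds.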
# Starred values were filed as active, the others as inactive; ? = inconclusive; & = joins results of further samples; [ ] = another dose, or the depositor's remark. Potency is the fitted concentration of half-maximal effect. This is a subset (hit frequency here may not be typical).
cpd	Compound	aSyn tox rescue
1	COc1cccc(C(=O)NNC2OC(CO)C(O)C2O)c1 (stereo not given)	-2%
2	C#CC(C)(CC)NC(=O)Cn1nnc(-c2ccc(OCc3ccccc3C)cc2)n1 (stereo not given)	0%
3	Cc1ccc(CN2CCC(CNC(=O)Nc3ccccc3F)CC2)cc1	-11%
4	COc1cc(NC(=O)Nc2cccc(-c3noc(C)n3)c2)cc(OC)c1OC	-9%
5	CCN(CC(=O)Nc1cc(Cl)ccc1C)C(=O)c1cc(S(=O)(=O)N2CCCCCC2)ccc1OC	-6%
6	COc1ccc(C)cc1Nc1cc(C)nc2ncnn12	0%
7	COc1ccccc1NC(=O)c1ccc(COc2ccc(C)c(C)c2)o1	-11%
8	CC(C)c1ccc(N(C(=O)CNC(=O)c2ccco2)C(C(=O)NC2CCCC2)c2ccncc2)cc1 (stereo not given)	3%
9	COCCN(C(=O)CCC(=O)Nc1nccs1)C(C(=O)NC(C)(C)C)c1ccc(F)cc1 (stereo not given)	9%
10	Cc1ccc(Nc2nc3ccccc3n3nnnc23)cc1	-10%
11	c1ccc(-c2nc3ccccc3c3nc4ccccc4n23)cc1	-20%
12	CCCCN1C(=O)C(CC(=O)NC2CC2)CC(C(=O)N(C(C)C)C(C)C)=C1C (stereo not given)	-3%
13	O=C(c1cc(=O)c2cc(Cl)ccc2o1)N(Cc1ccccc1)C1CCS(=O)(=O)C1 (stereo not given)	2%
14	CCc1cccc(NC(=O)Cn2c(=O)n(CCC(=O)NCC3CCCO3)c(=O)c3cc(OC)c(OC)cc32)c1 (stereo not given)	9%
15	COc1ccc(-c2csc(NC(=O)CSCC(=O)Nc3cc(C)on3)n2)cc1OC	-4%
16	Cc1ccc(-n2ncc3c(NCCCn4ccnc4)ncnc32)cc1Cl	-8%
17	COc1cccc(C2CC(=O)Nc3c2c(=O)n(C)c2ncnn32)c1OC (stereo not given)	-58%[inhibitor]
18	CC(/C=C1\SC(=S)N(CCC(=O)Nc2cccc(C(=O)O)c2)C1=O)=C\c1ccccc1	8%
19	CCOC(=O)/C(=C/Nc1ccc(F)c(F)c1)[N+](=O)[O-]	9%
20	Cc1c2cnn(CC(=O)NCCN3CCOCC3)c(=O)c2c(C)n1Cc1ccccc1	-2%
21	CCC1CN(C(=O)N2CCC(C(=O)NCc3ccccc3C)CC2)c2ccccc2O1 (stereo not given)	-3%
22	O=C(Nc1c(O)c2ccccc2oc1=O)c1ccccc1Cl	-2%
23	O=C(Oc1ccc(F)cc1)c1nc(SCc2ccccc2F)ncc1Cl	-12%
24	CC1CCCN(S(=O)(=O)c2ccc(N3CCCCS3(=O)=O)cc2)C1 (stereo not given)	-9%
25	C/C(CC(=O)Nc1ccc(N(C)C)cc1)=N\NC(=O)c1ccccc1Cl	-1%
26	Cc1cccc(NC(=O)C(Cc2ccccc2)NS(=O)(=O)c2ccc3c(c2)c(=O)n(C)c(=O)n3C)c1 (stereo not given)	-5%
27	Cc1ccc(C)c(CN2C(=O)c3ccccc3S(=O)(=O)c3ccc(C(=O)N4CCN(c5ccccn5)CC4)cc32)c1	3%
28	Cc1cc(C)c2nc(N(Cc3cccnc3)C(=O)Cc3ccccc3)sc2c1	13µM*
29	Cc1cc(-c2ccc(S(=O)(=O)Nc3cc(Cl)ccc3C)s2)on1	2%
30	CC(=O)N1CCN(C(=O)c2ccc(S(=O)(=O)Nc3ccccc3C)cc2)CC1	6%
31	CCOC(=O)/C(C#N)=C/c1cn(CCC(=O)O)nc1-c1cccc(Br)c1	-6%
32	CCc1ccc(Cn2c(CNS(=O)(=O)c3ccc4c(c3)CCCC4)nc3cccnc32)cc1	6%
33	Cc1ccc(-n2c3nc(=O)[nH]c(=O)c-3cc3c(C)nn(-c4ccccc4)c32)c(C)c1	1%&-6%
34	CC(C)(C)OC(=O)N1CCC(c2c(C(=O)NCCN3CCOCC3)cnn2-c2cccc(F)c2)CC1	-7%
35	CCOc1ccccc1N(C)C(=O)Cn1cnc2onc(-c3ccc(F)cc3)c2c1=O	-9%
36	CCCCCCCC(=O)N/N=C/c1ccncc1	-1%
37	Cc1ccc2c(=O)cc(C(=O)NCc3ccccc3)oc2c1	-3%
38	CC(C)CN(C(=O)C1=COCCO1)c1c(N)n(Cc2ccccc2)c(=O)[nH]c1=O	1%
39	COc1ccc(-n2cc(-c3ccc4c(c3)OCO4)n(CC(=O)Nc3cc(Cl)ccc3C)c2=O)cc1	-6%
40	O=C(Nc1ccncc1)C1CCN(S(=O)(=O)c2ccc(Cl)cc2)CC1	0%
41	Cc1ccc(C)c(CN2C(=O)c3ccccc3S(=O)(=O)c3ccc(C(=O)N4CCc5ccccc54)cc32)c1	2%
42	CCOc1ccc(S(N)(=O)=O)cc1-c1nc2c(C(C)(C)C)nn(C)c2c(=O)[nH]1	-5%
43	Cc1ccc(-c2noc(-c3ccc(NC4CCCC4)c([N+](=O)[O-])c3)n2)cc1	-10%
44	CC(C)Sc1nc2sc3c(c2c(=O)n1-c1ccccc1)CCCC3	22%
45	O=C1CC(c2ccccc2)=Nc2ccc(Br)cc2N1	-8%
46	Cc1ccccc1/C=N\NC(=O)c1ccc(Cn2cccn2)o1	-3%
47	CC(=O)Nc1ccc(C2=NN(c3ccccc3)C(c3cccs3)C2)cc1 (stereo not given)	-2%
48	Cc1nc2ccccn2c(=O)c1NC(=O)c1ccc(C(F)(F)F)cc1	-8%
49	O=[N+]([O-])c1cc(C(F)(F)F)ccc1SCC(O)CO (stereo not given)	-11%
50	CCc1ccc(NC(=O)CC2C(=O)N(c3cccc(C)c3)C(=O)N2Cc2cccs2)cc1 (stereo not given)	1%
51	O=C(c1cccs1)N(Cc1cccnc1)c1nc2c(Cl)cccc2s1	7%
52	CCn1c(=O)cc(N2CCC3(CC2)OCCO3)[nH]c1=O	-4%
53	CCN1C(=O)/C(=C\c2cccc(OC(=O)c3ccco3)c2)SC1=S	0%
54	CCSc1nc2c([nH]c3ccccc32)c(=O)n1-c1ccc(OC)cc1	12%
55	COc1ccc(-c2c(C#N)c(SCC(=O)Nc3ccccc3C)nc(C)c2C(=O)Nc2ccccc2)cc1OC	-8%
56	COc1ccc(NC(=O)C2CCCN(S(=O)(=O)c3c(C)[nH]c(=O)[nH]c3=O)C2)cc1 (stereo not given)	-8%

# (continued)
cpd	Compound	aSyn tox rescue
57	C[N+]1(CC(=O)OC2CCCCCCCCCCC2)CCCC1	-4%
58	CCn1cc(C(=O)N2CCN(c3ccccc3)CC2)c(=O)c2cc(S(=O)(=O)N3CCOCC3)ccc21	-5%
59	O=C(NC1CCCCC1)c1ccc(CSc2nc3ccncc3n2Cc2ccccc2F)cc1	-2%
60	COc1ccc(CCNC(=O)c2ccc(CNS(=O)(=O)c3ccccc3)cc2)cc1OC	-11%
61	O=C(O)c1ccc(Sc2nnc3ccccn23)c([N+](=O)[O-])c1	-6%
62	Cn1c(=O)c2c(nc(CN3CCN(Cc4ccccc4)CC3)n2Cc2cccc(Cl)c2)n(C)c1=O	-7%
63	Cc1cc(NC(=O)CSc2ncc(C(=O)Nc3ccc(Cl)cc3)c(=O)n2C)no1	3%
64	Cc1ccc(S(=O)(=O)N2CCCCC2)cc1NC(=O)COC(=O)C1CC1	5%
65	CC(=O)N1CCCc2cc(S(=O)(=O)N3CCCC(C(=O)NC(C)C)C3)ccc21 (stereo not given)	-17%
66	CC(Sc1nc2cc(Cl)ccc2s1)C(=O)Nc1ccc2c(c1)OCO2 (stereo not given)	-6%
67	Clc1cccc(-n2ncc3c(NCCCN4CCOCC4)ncnc32)c1	8%
68	COc1cc(C2Nc3c(C)cc(C)cc3-c3cc(C)nn32)cc(OC)c1O (stereo not given)	2%
69	CCOC(=O)N1CCC2(CC1)C(C#N)=C(N)OC1=C2C(=O)CCC1	-3%
70	CCCCN(C(=O)c1cccc(S(=O)(=O)N2CCOCC2)c1)c1c(N)n(CCC)c(=O)[nH]c1=O	1%
71	Fc1ccc(Nc2nc(-c3cccc(Cl)c3)c3c(n2)-c2ccccc2OC3)c(F)c1	-6%
72	CN(Cc1ccc(F)cc1)C(=O)COc1ccc2ccccc2c1	12%
73	O=C(CSc1nnc2[nH]c(=O)cc(-c3ccccc3)n12)Nc1ccccc1C(F)(F)F	3%
74	COc1ccc2c(CNCCc3ccccc3C)c(C(=O)O)n(Cc3ccccc3C)c2c1	-9%
75	Cc1ccc(OCCCC(=O)Nc2cc(Cl)ccc2-n2cncn2)cc1	15%
76	CNC(=S)Nc1cccc([N+](=O)[O-])c1	-4%
77	CN(CC(=O)Nc1ccccc1Cl)C(=O)CSc1nnc(-c2ccco2)o1	7%
78	CCCCN(C)C(=O)Cn1c(SCC(=O)Nc2ccc(C)c(C)c2)nc2ccccc21	5%
79	CCCCn1c(SCC(=O)NNC(=O)c2ccco2)nnc1-c1ccco1	1%
80	O=C(CSc1nccc(=O)[nH]1)Nc1cccc2ccccc12	-2%
81	CCOC(=O)CN=C(NS(=O)(=O)c1ccc(Cl)cc1)c1ccccc1	-9%
82	Cc1ccc(C(C)NC(=O)c2cccs2)cc1 (stereo not given)	-20%
83	O=C(/C=C/c1ccc(S(=O)(=O)N2CCOCC2)cc1)N1CCN(c2ccc(F)cc2)CC1	6%
84	Cc1cc(C)c2c(=O)c3c(oc2c1)C(=O)N(Cc1ccco1)C3c1ccc(F)cc1 (stereo not given)	7%
85	N#Cc1c(F)cccc1NCCCn1ccnc1	-7%
86	CCN(CC)S(=O)(=O)c1ccc(NC(=O)c2cc(-c3ccccc3)nc3ccccc23)cc1	-12%
87	Cc1cc(C(=O)N/N=C/c2cccn2C)no1	4%
88	O=C(O)c1ccccc1OCc1nc2ccccc2s1	-2%
89	CCOC(=O)C1CCCN(C(=O)c2[nH]c3ccccc3c2Sc2ccc(Cl)cc2)C1 (stereo not given)	?
90	Cc1ccc(C(=O)N2CCCCC2C(=O)O)o1 (stereo not given)	11%
91	COc1ccc2ncc3c(-c4ccc(C)c(C)c4)nn(CC(=O)Nc4ccccc4)c3c2c1	7%
92	CCCNC(=O)c1cc2n(n1)CCCN(Cc1ccc(C)cc1)C2=O	-12%
93	CCN(CC(=O)Nc1c(F)cccc1F)C(=O)c1cccc(S(=O)(=O)NCc2ccccc2)c1	-7%
94	COc1ccc(C(=O)NCc2nnc(SCC(=O)Nc3nnc(C)s3)o2)cc1	-5%
95	CC1OC(=O)c2cc3ccccc3nc21 (stereo not given)	-7%
96	Cc1ccc(CNC(=O)c2ccc(N3CCCC3)c(NC(=O)Nc3ccc(F)c(Cl)c3)c2)cc1	7%
97	O=C(Nc1nccs1)c1ccc(-c2ccc(Cl)cc2Cl)o1	-7%
98	C[C@@H]1CN([C@@H](C)CO)C(=O)CCCn2nncc2CO[C@H]1CN(C)C(=O)c1ccncc1	4%
99	Cc1cccc(-c2nnc3n(CCc4ccccc4)c(=O)c4ccccc4n23)c1	-8%
100	COC(=O)c1ccc2c(=O)n(CCN3CCOCC3)c(SCC(=O)Nc3ccccc3OC)nc2c1	1%
101	Cc1cccc(OCC(=O)NCCCNC(=O)c2ccccn2)c1	-3%
102	CCc1ccccc1N(CC)C(=O)C(=O)Nc1ccc2nc3n(c(=O)c2c1)CCCCC3	6%
103	O=C(c1ccc(CSc2nc3ccncc3n2Cc2ccccc2)cc1)N1CCCCCC1	4%
104	CC(=O)NC1CC(=O)N(c2ccc3c(c2)OCCO3)C1 (stereo not given)	-2%
105	CCOC(=O)C1(Cc2cccc(OC)c2)CCCN(C(=O)c2cc(C)[nH]n2)C1 (stereo not given)	7%
106	COc1ccccc1C(=O)NCCC(=O)N(C)CC(=O)Nc1ccc(N2CCOCC2)cc1	12%
107	CC(=O)Oc1ccc(/C=C2\C=C(c3ccc(C)cc3)OC2=O)cc1	-6%
108	Cc1ccc(-c2noc(CNS(=O)(=O)c3ccc(F)cc3)n2)cc1	-1%
109	FC(F)Oc1ccc(/C=N/n2c(Cc3ccc(Br)cc3)n[nH]c2=S)cc1	-8%
110	CCc1nn(C(CC)C(=O)NCc2ccc(F)cc2)c(=O)c2cc3occc3n12 (stereo not given)	6%
111	O=C(Cc1ccccc1)c1c[nH]c(C(=O)O)c1	1%
112	COc1ccc(CCNC(=O)CCc2cn(Cc3ccccc3Cl)c3ccccc23)c(OC)c1	5%

# The results go on:
cpd	Compound	aSyn tox rescue
113	O=C(CSc1n[nH]c(-c2ccccc2)n1)N1CCOCC1	-8%
114	CN(CC(=O)NC(=O)NCc1ccccc1)CC(=O)Nc1ccc(Cl)c(C(F)(F)F)c1	10%
115	COc1ccc(Nc2cc(C(=O)NC3CCCC3)c3ccccc3n2)cc1	-3%
116	CCOC(=O)c1sc(NC(=O)C2CC(=O)N(c3ccc(C)cc3)C2)nc1C (stereo not given)	7%
117	COc1c(/C=N/NC(=O)c2ccncc2)c(CCN(C)C(C)=O)cc2c1OCO2	-2%
118	COC(=O)c1c(NC(=O)COc2cc(C)ccc2C(C)C)sc2c1CCC(C)C2 (stereo not given)	1%
